Screens (PubChem BioAssay)
MT1-MMP act inh: MT1-MMP (human) activation inhibition; P50281; HT1080 RFP-PRO-GFP cells, GFP/RFP ratio fluorescence, overnight; percent of plate control window, DMSO zero; GFP/RFP ratio change, % at 20 µM; 0.061% of 360,000 active;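 active = GFP/RFP ratio change of at least 30% with cell ATP level not reduced by more than half and red fluorescence within 50% of control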; also: strong numbers were not always called active
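Test system: HT1080 cells expressing an RFP-PRO-GFP fluorescent reporter construct / Compound dosing: single-point 20 µM compound, 1% DMSO / Schedule: cells overnight before dosing, compound overnight, 37 °C, 5% CO2 / Evaluation: GFP/RFP fluorescence ratio / Control set: DMSO and RFP-L50D-GFP cell wells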
bovine MsrA act: bovine methionine sulfoxide reductase A activation; 0.3% of 360,000 active; activation, % at 10.6 µM; purified bovine MsrA, absorbance read-out; in the data active = activation above about 7.5%;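 also: 0% = vehicle and 100% = reference activator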
eLon inh: E. coli protease La inhibition; P0A9M0; purified E. coli Lon protease, fluorescence polarization; inhibition, % at 7.94 µM; 0.42% of 360,000 active; in the data active = inhibition above about 13%, passing the limit was not always enough;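 also: 0% = enzyme with probe and DMSO and 100% = no enzyme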
MsrA inh: bovine MsrA inhibition; purified bovine MsrA, absorbance read-out; inhibition, % at 15.5 µM; AID 651718; 0.75% of 360,000 active; in the data active = inhibition above about 4.5%;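 also: 0% = vehicle wells with enzyme and 100% = reference inhibitor wells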
Tb MetRS inh: Trypanosoma brucei MetRS inhibition | purified T. brucei MetRS, ATP depletion, Kinase-Glo luminescence | inhibition, % at 11.9 µM | 0.4% of 360,000 active;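 active = inhibition above a per-plate cutoff of the control wells' mean inhibition plus 3 SD, cut at about 5.5% in these data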;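 also: 0% = DMSO wells median and 100% = median of wells with control inhibitor compound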
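Material: parasite MetRS enzyme / Replication: singlicate, one well per compound / Signal: luminescence of leftover ATP / Schedule: 2 h aminoacylation at 25 °C after 15 min preincubation / Medium: HEPES-MgCl2-KCl buffer plus DTT, spermine, BSA, pyrophosphatase / Doses: 11.9 µM single point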
NRP1-CendR mod: alters CendR peptide binding to human NRP-1 | O14786 | FAM-RPARPAR peptide binding to NRP-1, fluorescence polarization | inhibition, % at 25 µM | 0.85% of 360,000 active | AID 602438;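 active = inhibition or corrected inhibition above about 18%, plus a signal ratio from 0.5 to 1.5, limit read from the data, passing the limit was not always enough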; also: strong numbers were not always called active
MLLE-PAM2 inh: blocks PAM2 peptide binding to the PABP1 MLLE domain. P11940. GST-MLLE / FITC-PAM2 fluorescence polarization. inhibition, % at 20 µM. 0.36% of 360,000 active; in the data active = inhibition above about 35%, passing the limit was not always enough;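 also: plate controls were DMSO wells with GST-MLLE for no effect and wells lacking GST-MLLE protein for full effect; some results filed as inactive read as strong as hits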
Target sequence (P11940 whole entry, looked up, the tested form may be a part): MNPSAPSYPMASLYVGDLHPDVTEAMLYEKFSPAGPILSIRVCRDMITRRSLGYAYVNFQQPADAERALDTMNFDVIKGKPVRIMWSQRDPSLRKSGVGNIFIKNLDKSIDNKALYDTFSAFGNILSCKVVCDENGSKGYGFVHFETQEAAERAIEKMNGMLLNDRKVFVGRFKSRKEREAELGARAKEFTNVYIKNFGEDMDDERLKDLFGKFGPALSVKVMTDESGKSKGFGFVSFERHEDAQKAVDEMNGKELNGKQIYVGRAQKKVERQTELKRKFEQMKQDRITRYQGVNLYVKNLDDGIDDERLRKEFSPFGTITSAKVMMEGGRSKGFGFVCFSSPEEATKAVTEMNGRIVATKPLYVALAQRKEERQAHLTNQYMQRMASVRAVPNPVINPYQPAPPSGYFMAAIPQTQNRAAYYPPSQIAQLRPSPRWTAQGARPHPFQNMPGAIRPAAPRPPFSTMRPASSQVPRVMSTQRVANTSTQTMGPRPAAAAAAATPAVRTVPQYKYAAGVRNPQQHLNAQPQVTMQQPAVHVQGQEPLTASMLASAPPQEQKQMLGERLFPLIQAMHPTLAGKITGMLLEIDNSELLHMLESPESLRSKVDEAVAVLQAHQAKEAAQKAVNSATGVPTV
FAS TE block: inhibitors of human fatty acid synthase thioesterase domain; 0.67% of 360,000 active; inhibition, % at 15 µM; recombinant FAS-TE, OMFH fluorogenic substrate, fluorescence endpoint; P49327;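 active = compounds whose normalised, plate-corrected inhibition of enzyme fluorescence in the single-dose primary screen is 50% or more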;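 also: 0% = DMSO with enzyme and 100% = substrate without enzyme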
SKN-1 block: C. elegans SKN-1 inhibition | C. elegans VP596 Pgst-4::GFP/RFP ratio, acrylamide-induced, 24 h | inhibition, % at 21.8 µM | 0.49% of 360,000 active;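 active = interference check ratio from 0.5 to 1.5 plus GFP to RFP signal ratio inhibition reaching or exceeding a fixed threshold, cut at about 30% in these data, passing the limit was not always enough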; also: some compounds called inactive have numbers as strong as hits
* marks the source's active call; other numbers are inactive results; . = no result given.

SMILES	MT1-MMP act inh	bovine MsrA act	eLon inh	MsrA inh	Tb MetRS inh	NRP1-CendR mod	MLLE-PAM2 inh	FAS TE block	SKN-1 block
CCOCCCNC(=O)c1ccc(NC(=O)C2CCCO2)cc1 (stereo unspecified)	3	-1	2	1.2	-1.6	-4	3	-6	10
O=C(NCCc1ccc(F)cc1)c1ccc(S(=O)(=O)N2CCCCC2)cc1	0	-3	-7	-0.8	-0.2	-4	1	2	12
CN(C)S(=O)(=O)c1ccc(C(=O)NCc2ccc3[nH]c4c(c3c2)CCCC4)cc1	-1	2	3	-0.5	0.5	2	-22	5	3
NC(=O)NC(Cc1ccccc1)C(=O)Nc1ccc(S(N)(=O)=O)cc1 (stereo unspecified)	2	-3	-7	0.6	-0.8	0	-3	0	-10
CS(=O)(=O)N1N=C(c2cccs2)CC1c1ccco1 (stereo unspecified)	-9	-2	-5	0.8	-0.2	-64	-15	-3	-12
COc1ccc(NC(=O)CN(C)C(=O)C(C)N2C(=O)c3ccccc3C2=O)cc1 (stereo unspecified)	1	-4	-10	0.1	-0.3	3	-11	-2	-6
COc1cc2cc(C(=O)NC(C)c3cccc4ccccc34)c(N)nc2cc1OC (stereo unspecified)	2	-10	2	1.7	-1.5	-18	.	9	19
Cn1c(=O)[nH]c(=O)c2c1nc(SCC(=O)O)n2Cc1ccccc1	-2	0	-7	-0.7	-0.4	15	-111	-2	18
COC(=O)c1ccc(N2CCOCC2)c(NC(=O)c2cc3ccccc3o2)c1	-5	-4	-20	0.5	-0.4	-4	18	-4	8
Cc1csc2nc(O)c(C(=O)NCc3ccc4c(c3)OCO4)c(=O)n12	4	-1	2	-1.3	-0.2	-1	-5	8	15
O=C(COC(=O)CN1C(=O)c2ccccc2C1=O)Nc1ccc(S(=O)(=O)N2CCCC2)cc1	3	0	5	-0.2	0.3	0	0	-6	-12
CCCN(CC(=O)Nc1cc(Cl)cc(Cl)c1)CC(=O)Nc1ccc(F)c(F)c1F	-2	-3	-12	-0.4	1.1	-17	0	51*	5
CCCCOC(=O)Nc1ccccc1C(N)=O	-1	0	-13	1.0	-0.2	-2	-9	-9	-5
C#CCOCCOCCOCCNc1nc(N2CCN(C(=O)CCCCCCCCCCNC(=O)[C@H]([C@@H](C)CC)n3cc(CCCCCN)nn3)CC2)nc(N2CCN(C(=O)CCCCCCCCCCNC(=O)[C@@H]([C@H](C)O)n3cc(C)nn3)CC2)n1	17	-6	17	.	-0.6	5	0	-101	-3
CCc1cccc2c(C(=O)CN3C(=O)NC(C)(c4cccc5ccccc45)C3=O)c[nH]c12 (stereo unspecified)	1	-3	-1	0.1	-0.3	-20	-16	23	9
O=C1C(=O)N(Cc2ccco2)C(c2cccs2)/C1=C(\O)c1cccc([N+](=O)[O-])c1 (stereo unspecified)	1	-4	-8	0.3	-0.2	-6	19	36	13
COc1cccc(CN(C)C(=O)C(CCSC)NS(=O)(=O)c2ccc3c(c2)OCCO3)c1OC (stereo unspecified)	2	-1	7	-0.1	-0.4	-23	5	-1	13
CCCNC(=O)N1c2ccccc2Sc2ccccc21	-1	-3	1	0.1	1.4	-6	4	1	-12
Cc1cc(C=O)c(C)n1-c1cc(C(F)(F)F)ccc1N1CCOCC1	-13	-2	8	0.5	-0.3	16	4	-1	28
Cc1cc(C)cc(OCC(=O)O/N=C(\N)c2ccccn2)c1	5	0	-4	0.5	-0.6	-5	14	1	-2
CC(C)CNC(=O)c1cccc(NC(=O)c2ccco2)c1	3	-3	-2	-1.2	-1.4	0	-8	-11	3
Cn1cc(C(=O)C(=O)N2CCCCC2)c2ccccc21	-5	-1	-5	-0.1	-0.4	-2	6	-2	22
COc1cccc(C2CCCN2Cc2nc(CC3CC3)no2)c1 (stereo unspecified)	0	0	1	-1.3	0.1	10	-22	-4	7
COc1ccc(-c2nnn(CC#N)n2)cc1OC	11	-3	-10	0.9	-0.6	20	-4	5	0

14 compounds already listed, ordered by count of non-hydrogen atoms, rising:
SMILES	MT1-MMP act inh	bovine MsrA act	eLon inh	MsrA inh	Tb MetRS inh	NRP1-CendR mod	MLLE-PAM2 inh	FAS TE block	SKN-1 block
CCCCOC(=O)Nc1ccccc1C(N)=O	-1	0	-13	1.0	-0.2	-2	-9	-9	-5
COc1ccc(-c2nnn(CC#N)n2)cc1OC	11	-3	-10	0.9	-0.6	20	-4	5	0
Cn1cc(C(=O)C(=O)N2CCCCC2)c2ccccc21	-5	-1	-5	-0.1	-0.4	-2	6	-2	22
CC(C)CNC(=O)c1cccc(NC(=O)c2ccco2)c1	3	-3	-2	-1.2	-1.4	0	-8	-11	3
Cc1cc(C)cc(OCC(=O)O/N=C(\N)c2ccccn2)c1	5	0	-4	0.5	-0.6	-5	14	1	-2
COc1cccc(C2CCCN2Cc2nc(CC3CC3)no2)c1 (stereo unspecified)	0	0	1	-1.3	0.1	10	-22	-4	7
Cn1c(=O)[nH]c(=O)c2c1nc(SCC(=O)O)n2Cc1ccccc1	-2	0	-7	-0.7	-0.4	15	-111	-2	18
Cc1csc2nc(O)c(C(=O)NCc3ccc4c(c3)OCO4)c(=O)n12	4	-1	2	-1.3	-0.2	-1	-5	8	15
COC(=O)c1ccc(N2CCOCC2)c(NC(=O)c2cc3ccccc3o2)c1	-5	-4	-20	0.5	-0.4	-4	18	-4	8
O=C1C(=O)N(Cc2ccco2)C(c2cccs2)/C1=C(\O)c1cccc([N+](=O)[O-])c1 (stereo unspecified)	1	-4	-8	0.3	-0.2	-6	19	36	13
CCc1cccc2c(C(=O)CN3C(=O)NC(C)(c4cccc5ccccc45)C3=O)c[nH]c12 (stereo unspecified)	1	-3	-1	0.1	-0.3	-20	-16	23	9
O=C(COC(=O)CN1C(=O)c2ccccc2C1=O)Nc1ccc(S(=O)(=O)N2CCCC2)cc1	3	0	5	-0.2	0.3	0	0	-6	-12
COc1cccc(CN(C)C(=O)C(CCSC)NS(=O)(=O)c2ccc3c(c2)OCCO3)c1OC (stereo unspecified)	2	-1	7	-0.1	-0.4	-23	5	-1	13
C#CCOCCOCCOCCNc1nc(N2CCN(C(=O)CCCCCCCCCCNC(=O)[C@H]([C@@H](C)CC)n3cc(CCCCCN)nn3)CC2)nc(N2CCN(C(=O)CCCCCCCCCCNC(=O)[C@@H]([C@H](C)O)n3cc(C)nn3)CC2)n1	17	-6	17	.	-0.6	5	0	-101	-3

Sorted by the number under eLon inh (smallest number first): some entries from above.
molecule | eLon inh
O=C(NCCc1ccc(F)cc1)c1ccc(S(=O)(=O)N2CCCCC2)cc1 | -7
CCOCCCNC(=O)c1ccc(NC(=O)C2CCCO2)cc1 (stereo unspecified) | 2
CN(C)S(=O)(=O)c1ccc(C(=O)NCc2ccc3[nH]c4c(c3c2)CCCC4)cc1 | 3

Next entries.
SMILES	MT1-MMP act inh	bovine MsrA act	eLon inh	MsrA inh	Tb MetRS inh	NRP1-CendR mod	MLLE-PAM2 inh	FAS TE block	SKN-1 block
CCOC(=O)c1c(C)nc2c(c1-c1ccccc1)C(=O)c1ccccc1-2	-4	-14	-1	-0.2	-2.1	-3	6	22	-18
CCOc1ccc(-n2c(SCC(=O)Nc3ccc4c(c3)OCO4)nc3c(c2=O)SCC3)cc1	0	0	-4	-0.2	-0.1	0	2	1	-5
NC(=O)CCN(Cc1ccccc1)S(=O)(=O)c1ccccc1	6	-2	2	-0.3	-0.1	4	-4	-9	-2
C=CCn1c(Cc2c[nH]c3ccccc23)n[nH]c1=S	-3	2	-3	-0.3	0.0	8	-11	-6	6
Cc1ccc(C(=O)Nc2ccc(CC(=O)O)cc2)o1	1	-1	-3	0.5	0.0	2	-11	-9	-5
Cc1ccc(-n2nc3cc(C)c(NC(=S)NC(=O)/C=C/c4ccco4)cc3n2)cc1	-9	-5	13	0.4	0.2	-10	-5	-6	5
CNc1ccc(C2(O)C(=O)c3ccccc3C2=O)cc1	-1	-5	5	0.4	-0.5	2	-2	-9	8
Cc1ccc(CN(C)C(=O)c2cc(S(=O)(=O)N3CCOCC3)ccc2F)o1	3	-8	9	1.7	0.0	-2	-4	-2	-7
O=S1(=O)N=C(N=Nc2c(O)[nH]c3ccccc23)c2ccccc21	2	-4	-3	2.8	-0.2	3	18	-6	5
CC1=C(C(=O)N(C(C)C)C(C)C)CC(CC(=O)NCCc2ccccn2)C(=O)N1CCC1=CCCCC1 (stereo unspecified)	0	1	-3	-1.3	0.1	1	-1	-6	3
CC(=O)c1c(C)c(C)c2n1CCn1c(C)ccc1-2	-12	-3	10	1.6	0.2	-14	-10	0	25
O=C(COc1ncnc2scc(-c3ccccc3)c12)NC1CCCc2ccccc21 (stereo unspecified)	-3	-3	5	0.7	0.1	-3	-2	-7	5
Cc1cc(=O)n2cc(-c3ccccc3)nc2[nH]1	2	2	3	0.8	0.5	0	6	-8	6
COCCOC(=O)C1=C(C)NC(=O)NC1/C=C/c1ccccc1 (stereo unspecified)	0	1	-5	-0.9	-0.4	5	-1	-9	0
Cc1ccc(-c2nn3c(C)nnc3s2)cc1NC(=O)c1ccc(Br)o1	2	0	-5	0.4	0.0	10	5	-2	10
CCOC(=O)c1sc(=S)n2c1[nH]c(=O)c1ccc(C(=O)OC)cc12	0	-12	-2	0.0	-0.5	6	33	-3	-20
Cc1ccc(-c2csc3ncn(Cc4ccc(C(=O)O)cc4)c(=O)c23)cc1C	8	-2	-14	0.1	-0.2	-31	-21	-1	-8
CCCN1CCN(C(=O)C(C)n2nc(C)c3sc4ccccc4c3c2=O)CC1 (stereo unspecified)	1	0	-4	0.3	0.5	-1	-4	-2	-4
CCCOc1ccc(Cc2c(O)nc(N)[nH]c2=O)cc1C	2	-1	-6	-0.2	2.2	9	0	-6	3
CS(=O)(=O)Cc1cccc(C(=O)NN(c2ccccc2)c2ccccc2)c1	0	-2	-3	0.2	-0.3	-1	-2	-1	0
O=C(CCCOc1ccccc1)Nc1ccccc1C(F)(F)F	3	1	-1	-1.0	0.7	8	21	22	-2
